# Apaf1 inhib: human Apaf-1 inhibition; reconstituted apoptosome caspase-3 activity, DEVD-Rh110 fluorescence; O14727; hit rate 0.71% among 330,000; AID 489030; inhibition, % at 20 µM; active = inhibition of at least 40% at 20 µM;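 also: plate controls were DMSO wells for no effect and DEVD-CHO caspase inhibitor wells for full effect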
#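 System – cell-free apoptosome with Apaf-1, procaspase-3 and caspase-9 · Buffer or medium – pH 7.5 Hepes buffer with CHAPS, BSA, DTT · Also added – cytochrome c with DEVD-Rh110 · Times – 30 min compound preincubation, 50 min activation, room temperature · Technique – Rh110 fluorescence intensity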
# SENP1 FRET inh: blocks the human SENP1 SUMO protease catalytic domain; Q9P0U3; recombinant SENP1 catalytic domain, CyPet-SUMO1-YPet FRET cleavage; inhibition, % at 10 µM; hit rate 0.21% among 360,000;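 active = inhibition at least 30% at 10 µM, raw YFP signal under a set limit, fluorescence ratio 0.5 to 1.5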;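 also: 0% = enzyme with DMSO and 100% = no enzyme wells; some results filed as inactive read as strong as hits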
#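 Assay system – human recombinant His6-tagged SENP1 catalytic domain enzyme · Input – SENP1 enzyme, 20 pM final · Buffer or medium – Tris pH 8 buffer plus EDTA, NaCl, BME, BSA, NP40, catalase · Schedule – 50 min reaction at room temperature · Technique – FRET read of cyan and yellow fluorescence · Control set – no-enzyme wells low, DMSO-plus-enzyme wells high control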
# HKDC1 inhibitor: HKDC1 (human) hexokinase inhibition; Q2TB90; recombinant HKDC1, G6PDH/diaphorase resazurin coupled fluorescence; inhibition, % at 20 µM; hit rate 0.16% among 340,000;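 active = inhibition above about 35% when tested at 20 µM, limit read from the data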;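 also: plate controls were DMSO wells with enzyme for no effect and DMSO wells lacking enzyme for full effect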
#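 Test system: recombinant HKDC1 (HK5) hexokinase enzyme, produced in-house; Amount: enzyme 5 µg/mL final; Buffer or medium: Tris pH 8.0 buffer with MgCl2, Tween-20, BSA, BME; Reagent: glucose and ATP substrates; Doses: 20 µM test compound, 1% DMSO; Incubation: 90 min reaction incubation at room temperature, dark; Detection: resorufin fluorescence at 613 nm.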
# SENP8 block-1: SENP8 (human) protease inhibition | hit rate 0.64% among 360,000 | AID 602440 | recombinant SENP8, Nedd8 substrate fluorescence | inhibition, % at 20 µM; in the data active = inhibition mostly above about 40%, no sharp cut-off; inactive = mostly below about 27%
# Target sequence (Q96LD8 whole entry, looked up): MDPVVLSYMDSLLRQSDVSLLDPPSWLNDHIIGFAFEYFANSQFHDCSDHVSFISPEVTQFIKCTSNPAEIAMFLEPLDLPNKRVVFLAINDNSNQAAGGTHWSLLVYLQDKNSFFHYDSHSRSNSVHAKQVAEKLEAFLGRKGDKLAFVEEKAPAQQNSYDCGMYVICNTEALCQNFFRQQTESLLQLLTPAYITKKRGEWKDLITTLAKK
# PfG6PD inh: PfG6PD (Plasmodium falciparum) enzyme inhibition | PfGluPho enzyme, NADPH resazurin-diaphorase fluorescence | inhibition, % at 20 µM | hit rate 0.78% among 350,000;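 active = inhibition reaching at least a set limit at 20 µM in the primary screen, cut at about 59% in these data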;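 also: 0% = DMSO wells with substrate and 100% = DMSO wells lacking glucose-6-phosphate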
# SENP8 block-2: inhibitors of human SENP8 protease; Q96LD8; purified SENP8, Z-RLRGG-aminoluciferin cleavage, luminescence; inhibition, % at 10 µM; hit rate 1.2% among 330,000; AID 2540; in the data active = inhibition above about 50%
# SENP7 block: blocks the human protease SENP7; Q9BQF6; recombinant SENP7, Z-RLRGG-aminoluciferin luminescence, 40 min; inhibition, % at 5 µM; hit rate 1.5% among 330,000;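 active = inhibition above about 50% at the single test dose, limit read from the data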;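 also: plate controls were DMSO with enzyme for no effect and no enzyme buffer wells for full effect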
# NALP3 yeast inh: NALP3 inhibition in yeast; inhibition, % at 10 µM; hit rate 0.39% among 330,000; AID 2825; Yeast reconstituted NLRP3/ASC/caspase-1, beta-gal luminescence, 24 h;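 active = inhibition of 50% or more; inactive = inhibition below 50%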;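 also: plate controls were induced DMSO wells for no effect and uninduced yeast grown without galactose for full effect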
# SENP6 block: blocks the human protease SENP6 | Q9GZR1 | Recombinant SENP6 catalytic domain, aminoluciferin luminescence | inhibition, % at 10 µM | hit rate 1.8% among 330,000 | AID 2599;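 active = inhibition above about 50% at the single tested dose, limit read from the data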;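 also: plate controls were DMSO wells with enzyme for no effect and DMSO wells lacking enzyme for full effect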
# Target sequence (Q9GZR1 628-1112 limits assumed): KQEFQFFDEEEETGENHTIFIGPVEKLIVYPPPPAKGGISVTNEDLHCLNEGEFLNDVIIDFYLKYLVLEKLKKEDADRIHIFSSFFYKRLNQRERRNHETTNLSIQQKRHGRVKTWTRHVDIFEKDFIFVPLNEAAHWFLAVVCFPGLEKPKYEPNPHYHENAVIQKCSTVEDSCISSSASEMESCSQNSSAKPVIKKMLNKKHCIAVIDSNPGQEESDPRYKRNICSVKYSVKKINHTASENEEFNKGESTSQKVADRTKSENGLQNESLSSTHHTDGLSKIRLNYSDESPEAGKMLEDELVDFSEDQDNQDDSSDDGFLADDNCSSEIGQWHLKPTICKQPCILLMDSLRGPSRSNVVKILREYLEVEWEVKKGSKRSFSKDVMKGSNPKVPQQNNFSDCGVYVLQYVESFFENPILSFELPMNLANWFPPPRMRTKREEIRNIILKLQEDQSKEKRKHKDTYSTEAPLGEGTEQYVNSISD
# Starred values were filed as active, the others as inactive; . = no result given.
SMILES	Apaf1 inhib	SENP1 FRET inh	HKDC1 inhibitor	SENP8 block-1	PfG6PD inh	SENP8 block-2	SENP7 block	NALP3 yeast inh	SENP6 block
CC(=O)Nc1ccc(NC(=O)CN2C(=O)COc3ccc(S(=O)(=O)N4CCOCC4)cc32)cc1	-9	-1	-8	14	4	-2	-1	16	3
CC1=C(C(=O)Nc2ccc(C)cc2C)C(c2ccc(Cl)cc2)n2nc(C(=O)OC(C)C)nc2N1 (stereo not drawn)	5	2	-11	0	-1	-11	5	8	-15
Clc1ccccc1-c1nc(-c2cccnc2)no1	2	0	2	30	4	64*	81*	-4	84*
C1N2CN3CN1CN(C2)C3	-2	1	-3	4	-11	6	3	3	9
COCCCn1c(C)nnc1SCC(=O)NNC(=O)COc1ccc(Cl)cc1	-2	1	-5	7	5	1	8	-6	1
CCOC(=O)c1c(C)[nH]c(C(=O)OCC(=O)N2CCN(S(=O)(=O)c3ccccc3)CC2)c1C	12	0	0	5	-8	-10	-9	7	-25
CCOc1ccc2[nH]c3c(=O)n(CCc4ccc(OC)cc4)cnc3c2c1	-11	-1	-7	-404	-8	1	14	14	3
O=C(O)c1cccc(S(=O)(=O)Nc2cccc(S(=O)(=O)Nc3ccc(Br)cc3)c2)c1	4	0	11	7	-20	-5	0	5	0
COc1ccc(CCNC(=O)CCCCC(=O)NCCc2ccc(OC)c(OC)c2)cc1OC	-16	1	-3	12	13	1	-9	-3	-32
COc1ccc(C(=O)NC(=S)Nc2ccc(N3CCCC3)cc2)cc1	12	4	-9	17	2	-3	-8	6	2
CN(C)c1cc(-c2ccc(C#N)cc2)oc(=O)c1Cl	13	-1	2	2	3	-6	1	15	-22
COC(=O)c1cccc(Nc2ncnc3ccc(C)cc23)c1	-11	-2	-5	-235	13	-2	-2	5	-2
COCCNC(=O)Cn1c(=O)n(CCCCCC(=O)Nc2ccccc2)c(=O)c2sccc21	0	1	-7	12	-13	-3	-7	14	3
COc1ccc(CN2CCN(C(C)C(=O)NC(C)c3ccc(F)cc3)CC2)cc1F (stereo not drawn)	11	-2	-1	2	-3	8	-3	7	19
CC(NC(=O)c1cc2c(=O)n(C)c3ccccc3c2n1C)c1ccc2c(c1)OCCO2 (stereo not drawn)	10	3	-2	-27	27	4	0	18	-4
Cc1cccc(-n2nnnc2SCC(=O)c2cc(C)n(Cc3ccco3)c2C)c1	10	0	2	9	8	3	3	8	7
COc1ccc(C(=O)Nc2ccc(S(=O)(=O)Nc3ncccn3)cc2)cc1OC	6	1	2	17	-29	-3	-6	9	-3
CCOC(=O)c1cccc(S(=O)(=O)N2CCOCC2)c1	4	-2	-8	-6	-18	-3	2	14	-8
CC(=O)c1ccc(S(=O)(=O)N2CCN(C(=O)C3CCCC3)CC2)cc1	-8	1	-3	6	6	2	2	10	-26
O=C(NCCCc1ccccn1)C1CCC(=O)N(Cc2cccc(F)c2)C1 (stereo not drawn)	-3	-1	-5	17	-5	12	0	18	7
COc1ccc(OCC(=O)NC(=S)Nc2ccc(S(=O)(=O)Nc3cc(OC)nc(OC)n3)cc2)cc1	11	2	2	24	-25	1	3	-2	-17
O=S(c1ccc2ccccc2c1)c1cnns1 (stereo not drawn)	0	0	12	44*	9	1	3	20	-4
COc1ccccc1CN1CC(C(=O)NCCCc2ccc(F)cc2)CCC1=O (stereo not drawn)	3	1	0	14	-10	-5	-12	16	-8
CC(=O)N(CN1C(=O)c2ccc([N+](=O)[O-])cc2C1=O)c1ccc(F)cc1	-2	3	-8	25	7	1	-6	-5	6
COc1ccc(/C=N/NC(=O)c2cccnc2)c2ccccc12	7	2	-2	-115	-2	-3	3	23	-3
CCOC(=O)C1CCCCN1Cc1cc(OC)ccc1OC (stereo not drawn)	-16	3	-2	9	-7	7	3	9	-18
O=C(NNS(=O)(=O)c1ccc(Cl)cc1Cl)c1cc2ncc(C(F)(F)F)cc2s1	-18	1	0	-3	-18	4	-3	-1	1
Cc1cc(=O)c(C(=O)O)nn1-c1ccccc1C(F)(F)F	1	2	-4	9	7	-1	6	10	18
CCCCc1ccc(NC(=S)NCc2cccnc2)cc1	7	2	15	15	-4	-5	1	11	-13
CC(=O)NC(Cc1ccc(C(C)C)cc1)C(=O)NC1CCN(C(=O)c2cccc(C)c2)CC1 (stereo not drawn)	-6	-1	-4	5	-10	1	1	16	-12
COC(=O)CCC(=O)OC1(C)C(=O)C2=CN(C3CCCC3)C(c3ccc(OC)cc3)=CC2=C(Br)C1=O (stereo not drawn)	64*	-61	38*	2	70*	9	0	22	36
CN(C)S(=O)(=O)c1cccc(NC(=O)CN2C(=O)C3C4C=CC(C4)C3C2=O)c1 (stereo not drawn)	3	1	1	7	-4	-10	2	9	0
C/C(CCc1ccco1)=N/NC(=O)CCC(=O)Nc1cccc(Cl)c1	-5	-9	-1	-14	5	-1	-1	-11	-2
O=C(Nc1ccc(S(=O)(=O)N2CCOCC2)cc1)c1ccccc1Br	4	1	-6	14	-1	3	-6	10	17
COc1cc2c(cc1OC)C(c1ccccc1N)=NCC2	8	5	-8	-5	-1	-7	-11	20	6
CCCCn1c(N)c(N(CC(C)C)C(=O)CC2CCCC2)c(=O)[nH]c1=O	4	-6	0	-4	-8	0	1	16	-12
C/C(=N\NC(=O)c1nn(C)c(C)c1Br)c1ccc(NC(=O)C2CCCC2)cc1	0	-1	3	-46	2	6	-8	10	-10
CCOC(=O)c1sc(NC(=O)CC)nc1C	-4	-1	-6	13	3	-6	-6	-14	-23
COc1ccc(C2(C)NC(=O)N(Cc3cc(Cl)cc4c3OCOC4)C2=O)cc1OC (stereo not drawn)	7	1	-5	12	-16	-2	-5	1	2
OC(c1ccccn1)(c1ccccn1)c1ccccn1	-10	0	-4	8	-13	-6	-7	18	-12
Oc1ccc(Oc2ccc3c(C(F)(F)F)cc(C(F)(F)F)nc3n2)cc1	12	1	7	14	0	1	3	-11	4
Cc1ccc(NC(=O)Cc2ccccc2)c(C)c1	1	.	.	.	.	1	1	17	15
Cc1ccc(-n2c(SCC(=O)NCc3ccco3)nc3c(sc4ccccc43)c2=O)cc1	-2	1	2	-10	56	-4	1	9	-6
O=C1c2ccccc2S(=O)(=O)N1Cc1ccccc1[N+](=O)[O-]	-6	-1	-5	7	-5	4	-9	4	5

# Compounds listed so far with four or more nitrogen atoms:
SMILES	Apaf1 inhib	SENP1 FRET inh	HKDC1 inhibitor	SENP8 block-1	PfG6PD inh	SENP8 block-2	SENP7 block	NALP3 yeast inh	SENP6 block
CC(=O)Nc1ccc(NC(=O)CN2C(=O)COc3ccc(S(=O)(=O)N4CCOCC4)cc32)cc1	-9	-1	-8	14	4	-2	-1	16	3
CC1=C(C(=O)Nc2ccc(C)cc2C)C(c2ccc(Cl)cc2)n2nc(C(=O)OC(C)C)nc2N1 (stereo not drawn)	5	2	-11	0	-1	-11	5	8	-15
C1N2CN3CN1CN(C2)C3	-2	1	-3	4	-11	6	3	3	9
COCCCn1c(C)nnc1SCC(=O)NNC(=O)COc1ccc(Cl)cc1	-2	1	-5	7	5	1	8	-6	1
COCCNC(=O)Cn1c(=O)n(CCCCCC(=O)Nc2ccccc2)c(=O)c2sccc21	0	1	-7	12	-13	-3	-7	14	3
Cc1cccc(-n2nnnc2SCC(=O)c2cc(C)n(Cc3ccco3)c2C)c1	10	0	2	9	8	3	3	8	7
COc1ccc(C(=O)Nc2ccc(S(=O)(=O)Nc3ncccn3)cc2)cc1OC	6	1	2	17	-29	-3	-6	9	-3
COc1ccc(OCC(=O)NC(=S)Nc2ccc(S(=O)(=O)Nc3cc(OC)nc(OC)n3)cc2)cc1	11	2	2	24	-25	1	3	-2	-17
CCCCn1c(N)c(N(CC(C)C)C(=O)CC2CCCC2)c(=O)[nH]c1=O	4	-6	0	-4	-8	0	1	16	-12
C/C(=N\NC(=O)c1nn(C)c(C)c1Br)c1ccc(NC(=O)C2CCCC2)cc1	0	-1	3	-46	2	6	-8	10	-10

# High-throughput results (PubChem)

# Hits appear at their usual frequency; overall some 4.1% were active at least once.
